# GSK3 alpha inh – blocks human GSK-3 alpha kinase | P49840 | ADP-Glo luminescence, 60 min | inhibition, % at 10 µM | 320,000 compounds, 0.1% hits | AID 2650;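 in the data active = inhibition above about 50%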;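 also: GST-tagged GSK-3 alpha with peptide substrate and 25 µM ATP; 0% = DMSO neutral wells and 100% = GW8510 positive control wells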
# Target sequence (P49840 whole entry, looked up): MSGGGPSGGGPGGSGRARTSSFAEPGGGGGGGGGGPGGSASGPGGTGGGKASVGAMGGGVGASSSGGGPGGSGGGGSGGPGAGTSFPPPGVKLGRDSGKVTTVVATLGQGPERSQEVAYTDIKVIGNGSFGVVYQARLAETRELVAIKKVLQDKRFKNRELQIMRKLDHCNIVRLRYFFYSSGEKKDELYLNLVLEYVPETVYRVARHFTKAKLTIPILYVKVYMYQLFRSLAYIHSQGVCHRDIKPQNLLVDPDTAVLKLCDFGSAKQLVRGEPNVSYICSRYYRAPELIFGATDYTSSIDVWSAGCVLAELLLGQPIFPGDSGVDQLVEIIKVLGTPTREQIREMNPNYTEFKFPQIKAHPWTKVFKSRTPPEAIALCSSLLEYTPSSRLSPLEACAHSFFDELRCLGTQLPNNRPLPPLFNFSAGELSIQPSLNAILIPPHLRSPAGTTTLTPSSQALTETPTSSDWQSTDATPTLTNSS
# hERG protect – shields human hERG channel from block by proarrhythmic agents; Q12809; CHO-hERG, FluxOR thallium flux, dofetilide IC70 present; AID 1511; activation (rescue from dofetilide block), less the hit threshold, % at 10 µM; 310,000 compounds, 0.51% hits;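 active = activation above the mean of controls blocked by dofetilide plus 5 SD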;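 also: thallium influx through hERG after potassium depolarization seen as dye fluorescence rise; in these data hits start at about 4.7%; inactives centre near -7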
# Dyrk1A ADPGlo – Dyrk1A (rat) kinase inhibition; Q63470; ADP-Glo luminescence, NFATc1 peptide; inhibition, % at 12.5 µM; 310,000 compounds, 0.43% hits; AID 504441; in the data active = inhibition above about 50%;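 also: plate controls were vehicle with enzyme for no effect and no enzyme for full effect; many of its hits are not listed in these tables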
# PolyA inh – inhibitors of polyadenylation in S. cerevisiae; S. cerevisiae SKY197-pL101 polyadenylation reporter, beta-gal luminescence; efflux-impaired pdr1/pdr3 knockout yeast; score 100 = 6 SD above DMSO; calls only at 12 µM; 300,000 compounds, 0.02% hits;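 active = lowest replicate activity score at least 50, where 100 means six control SD above control mean; inconclusive = lowest score under 50 but half or more replicates reach 50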;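 also: yeast exposed to compound for 9 h at 30 °C; higher score means more reporter readthrough which indicates perturbed polyadenylation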
# GSK3beta inhib – inhibitors of human GSK3beta kinase; P49841; GST-GSK3beta kinase, ADP-Glo luminescence, 60 min; stronger effect = lower value; activity score (negative = inhibition), % at 10 µM; 300,000 compounds, 0.038% hits; AID 2097;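 active = more than half of replicate wells score below -50%, meaning over 50% inhibition versus plate controls; inconclusive = some replicates but at most half score below -50%; inactive = no replicate scores below -50%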;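 also: 0% = median DMSO wells and -100% = median GW8510 positive control wells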
#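 Test system: GST-fused GSK3beta enzyme, cell-free | Quantity: 1.6 ng GST-GSK3beta enzyme per well | Reagent: 25 µM ATP with peptide substrate | Schedule: 60 min enzyme reaction, room temperature | Signal: Luminescent ADP-Glo measurement of ADP formed | Read-out basis: Score relative to plate controls | Control set: DMSO and 20 µM GW8510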
# KCNQ1 act – potentiates or activates the human KCNQ1 potassium channel; P51787; CHO-K1 KCNQ1, thallium flux FluxOR fluorescence; stronger effect = higher value; B-score at 10 µM; 310,000 compounds, 0.35% hits;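 active = fluorescence ratio B-score, a plate-corrected score, at least three library SD, with initial intensity B-score within 5 SD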
#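 Assay system: CHO-K1 cells stably expressing KCNQ1; Medium: assay buffer with matched DMSO; Also added: K+/Tl+ depolarizing stimulus; Dosing: single dose; Timing: dye 90 min, compound 20 min, room temperature; Measured by: kinetic FluxOR thallium fluorescence, 10-s 1-Hz baseline, 110-s post-stimulus read; Read-out: peak-minus-minimum fluorescence over initial fluorescence, negative-control normalized, B-scored.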
# RGS4 pot – RGS4 potentiation or activation; HEK293 M3R/inducible RGS4, carbachol calcium flux Fluo4; stronger effect = lower value; B-score at 10 µM; 310,000 compounds, 0.92% hits; AID 463111;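 active = B-score of the integrated calcium signal more than 4 SD below the library mean, with starting fluorescence not abnormally high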;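 also: negative B-score means reduced calcium response which marks RGS4 activation or potentiation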
#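 Material: M3R-expressing HEK293 line, RGS4 induced by doxycycline | Schedule: Overnight RGS4 induction, 30 min dye load 37 °C, 20 min compound RT | Measured by: Fluo4 fluorescence kinetic imaging of calcium | Read-out: Integrated calcium ratio converted to B score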
# KCNK3 inh – human KCNK3 channel inhibition, primary screen; CHO-KCNK3 thallium flux, FluxOR fluorescence; stronger effect = lower value; B-score at 10 µM; 340,000 compounds, 0.84% hits; AID 602410;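 active = B-score under library mean minus 4 SD, starting fluorescence ratio at most library mean plus 5 SD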;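 also: more negative B-score means stronger inhibition of thallium flux through KCNK3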
# Target sequence (O14649 whole entry, looked up): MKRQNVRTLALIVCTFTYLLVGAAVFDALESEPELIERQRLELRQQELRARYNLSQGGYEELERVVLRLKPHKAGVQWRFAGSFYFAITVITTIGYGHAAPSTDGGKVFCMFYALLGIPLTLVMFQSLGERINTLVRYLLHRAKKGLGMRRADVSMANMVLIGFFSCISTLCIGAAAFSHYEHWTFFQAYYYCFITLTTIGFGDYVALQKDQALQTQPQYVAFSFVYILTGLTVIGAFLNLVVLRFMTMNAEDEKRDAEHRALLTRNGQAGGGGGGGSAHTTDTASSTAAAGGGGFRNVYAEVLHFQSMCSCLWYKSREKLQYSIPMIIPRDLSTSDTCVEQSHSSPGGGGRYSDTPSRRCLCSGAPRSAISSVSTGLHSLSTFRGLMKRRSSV
# KCNK9 inh – blocks the human KCNK9 two-pore domain potassium channel; AID 488922; B-score at 10 µM; HEK293 KCNK9, FluxOR thallium flux fluorescence; stronger effect = lower value; Q9NPC2; 310,000 compounds, 1.2% hits;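 active = ratio B-score over 3 SD below the library mean, with starting fluorescence within 5 SD of its mean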;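 also: negative B-score means less thallium flux so channel inhibition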
# HDAC3 inhib – blocks human histone deacetylase 3; recombinant HDAC3, fluorogenic peptide/trypsin coupled, fluorescence; 320,000 compounds, 0.15% hits; inhibition, % at 8.3 µM; in the data active = inhibition above about 26%, passing the limit was not always enough; inconclusive = no clear call, values can overlap the other calls
# KCNQ1 block – inhibitors of human KCNQ1 potassium channel; P51787; CHO-K1 KCNQ1, FluxOR thallium flux fluorescence; stronger effect = higher value; B-score at 10 µM; 310,000 compounds, 1.3% hits; AID 2642;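 active = compounds whose thallium flux B-score, printed positive for inhibition, exceeds three library SD while starting fluorescence stays within three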;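 also: channel opened by potassium depolarization with thallium stimulus after 20 min compound exposure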
# Numbers without * were called inactive; i = inactive; ? = inconclusive; . = not tested or not shown. This is a subset, so the mix of outcomes need not match the whole.
# Each structure is followed by: GSK3 alpha inh, hERG protect, Dyrk1A ADPGlo, PolyA inh, GSK3beta inhib, KCNQ1 act, RGS4 pot, KCNK3 inh, KCNK9 inh, HDAC3 inhib, KCNQ1 block
> COC(=O)c1c(O)c2ccccc2[nH]c1=O
  -4, -4, 7, i, 0, i, i, i, i, 2, i
> N#CCC(=O)N/N=C/c1ccc(OCc2ccccc2)cc1
  -2, -4, 2, i, -2, i, i, i, i, 17, i
> COC(=O)C1=C(C(=O)OC)C2(OC1c1cccc(F)c1)C(=O)c1ccccc1C2=O (configuration not stated)
  -4, 0, -3, i, 0, i, i, i, i, -7, i
> COc1ccc(C(=O)NNC(=O)CCCCC(=O)NNC(=O)c2ccc(OC)cc2)cc1
  0, -9, -4, i, 3, i, i, i, i, 3, i
> CC12CCC(=O)N1C(C(=O)Nc1cccc(S(=O)(=O)N3CCCCC3)c1)CS2 (configuration not stated)
  0, -5, -5, i, 0, i, i, i, i, 4, i
> O=C(Cn1c(=O)n(-c2ccccc2)c(=O)c2sccc21)NCc1ccccc1
  -1, 0, -2, i, -3, i, i, i, i, -2, i
> COc1ccc(CCN2C(=O)CC(NCCc3ccc(S(N)(=O)=O)cc3)C2=O)cc1OC (configuration not stated)
  -1, -8, -4, i, -1, i, i, i, i, -2, i
> CC(C)C[C@H](NC(=O)C1CC(=O)N(c2ccc3c(c2)OCO3)C1)C(=O)NCc1ccco1 (some centres not stated)
  -7, -5, -5, i, 3, i, i, i, i, 3, i
> Cc1ccc(OCc2n[nH]c(=S)n2-c2ccccc2)cc1
  0, -7, -4, i, 3, i, i, i, i, 2, i
> CC(C)(C)OC(=O)NCC1CCN(S(=O)(=O)Cc2ccccc2)CC1
  2, -6, 3, i, 0, i, i, i, i, ?, i
> O=C1CN(C(=O)c2cccc(S(=O)(=O)N3CCCC3)c2)c2ccccc2N1
  4, -7, -2, i, 3, i, i, i, i, -1, i
> O=C(N/N=C/c1cccnc1)c1ccc(CN2c3cccc4cccc(c34)S2(=O)=O)cc1
  -1, -17, 8, i, 1, i, i, i, i, -1, i
> CCOC(=O)c1cc(C)n(-n2cnnc2)c1C
  1, -17, 0, i, 0, i, i, i, i, -5, i
> C=CCN1CC(c2nc3ccccc3n2CCOc2ccccc2)CC1=O (configuration not stated)
  -1, -10, 3, i, 0, i, i, i, i, -5, i
> COCCCNC(=O)CCc1nc2cccnc2n1Cc1ccccc1
  1, -8, 6, i, -1, i, i, i, i, 4, i
> Cc1ccn2c(=O)nc(SCC(=O)N3CCC(C)CC3)nc2c1
  -1, -14, 2, i, 0, i, i, i, i, -3, i
> COc1ccc(/C=C/C(=O)C2(O)CCCCC2)cc1
  -1, -10, -1, i, 1, i, i, i, i, 6, i
> O=C(Nc1ccc(Br)cc1)c1cccnc1N1CCCCC1
  -2, -11, 6, i, ., i, i, i, i, -4, i
> COc1ccccc1N(C)S(=O)(=O)c1ccc(Cl)c(C(=O)Nc2cccc(C)n2)c1
  -1, -12, 1, i, -4, i, i, i, i, ., i
> COc1ccccc1/C=N/NC(=O)c1ccc2c(c1)OCO2
  -1, -6, -1, i, 1, i, i, i, i, 5, i
> COCCNC(=O)CSc1nc2nc(C)cc(C)n2n1
  -3, -7, 4, i, 0, i, i, i, i, 2, i
> C=CCN1C(=O)c2ccc(C(=O)N(CC)CC(=O)Nc3c(F)cccc3F)cc2C1=O
  -1, -11, -6, i, -1, i, i, i, i, 3, i
> O=C(Oc1ccccc1C(=O)N1CCOCC1)c1ccc(F)cc1
  0, -7, 4, i, 1, i, i, i, i, 1, i
> CC(C)[C@H]1C(=O)Nc2ccccc2N1C(=O)N[C@@H](Cc1ccccc1)C(=O)N[C@H](Cc1ccccc1)C(=O)O
  0, -6, -2, i, 0, i, i, i, i, 0, i
> O=c1c2ccccc2c(=O)n(Cc2ccccc2)n1Cc1ccccc1
  -1, -8, -1, i, 3, i, i, i, i, 2, i
> COc1ccc(C(=O)Nc2cc(C)ccc2NC(=O)COc2ccccc2)cc1
  -1, -6, -3, i, 2, i, i, i, i, -6, i
> CCCCC(=O)NC(c1ccc([N+](=O)[O-])cc1)c1c(O)ccc2ccccc12 (configuration not stated)
  0, -18, 6, i, 1, i, i, i, i, 4, i
> CCN1CC(CNC(=O)c2ccc3nc(Cc4cccc(Cl)c4)oc3c2)CC1=O (configuration not stated)
  -3, -9, 2, i, -2, i, i, i, i, -8, i
> CN(CCNC(=O)c1cccc(N2CCCC2=O)c1)Cc1ccccc1
  1, -4, -2, i, 0, i, i, i, i, -12, i
> COc1cc(S(=O)(=O)NC2CCCCC2C)ccc1-n1cnnn1 (configuration not stated)
  -5, -7, -2, i, -4, i, i, i, i, 2, i
> O=c1[nH]ccc2c([N+](=O)[O-])cccc12
  -2, -14, 14, i, 1, i, i, i, i, 1, i
> CCCn1c2ccccc2c2cn[nH]c(=O)c21
  15, -9, 54*, i, -5, i, i, i, i, -5, i
> COc1cc(N2CCCC2)c(OC)cc1/C=C(/C#N)c1cccc(Br)c1
  -1, -10, -1, i, 0, i, i, i, i, -8, i
> Cc1cc(OCC(=O)N(Cc2cccs2)C2CCS(=O)(=O)C2)ccc1Cl (configuration not stated)
  -2, -10, 3, i, 4, i, i, i, i, -2, i
> Cc1cc(C(=O)N/N=C2\CC(=O)CC(C)(C)C2)c(C)n1-c1ccc(F)cc1
  0, -7, -1, i, 0, i, i, i, i, 14, i
> CCOc1ccc(C2C=C(c3ccccc3)Nc3ncnn32)cc1 (configuration not stated)
  1, -19, ., i, 2, i, i, ., i, -40, i
> COc1ccc(/C=C/C(=O)c2sc(-c3ccccc3)nc2C)cc1
  -1, -2, 4, i, -2, i, i, i, i, -2, i
> COC(=O)c1ccccc1NS(=O)(=O)c1ccc(NC(C)=O)cc1
  0, -4, -5, i, -4, i, i, i, i, -2, i
> CN(Cc1cnccn1)C(=O)CC1C(=O)NCCN1Cc1c(F)cccc1Cl (configuration not stated)
  -3, -8, 3, i, -3, i, i, i, i, -1, i
> COC(=O)[C@@H]1CC(O)CN1C(=O)C12CC3CC(CC(C3)C1)C2 (some centres not stated)
  -1, -6, -1, i, -2, i, i, i, i, -2, i
> COC(=O)c1cc2nc(-c3ccccc3)cc(C)n2n1
  0, -9, -2, i, -2, i, i, i, i, -5, i
> CCN(CC)S(=O)(=O)c1cc(NS(=O)(=O)c2cccc(C(=O)O)c2)ccc1C
  -3, -14, -7, i, 5, i, i, i, i, 1, i
> Cc1ccc(-n2c(O)c(C=Nc3ccccc3-c3n[nH]c(=S)[nH]c3=O)c3ccccc3c2=O)cc1C
  ., -8, 3, i, -5, i, i, i, i, ., i
> O=c1oc(-c2cccs2)nc2scc(-c3cccs3)c12
  -5, -16, 3, i, 6, i, i, i, i, 9, i
> C=CCn1c(N)nc2ccccc21
  -2, -2, -5, i, 2, i, i, i, i, 6, i
> CC1(C)CC(=O)c2c(-c3cccnc3)n[nH]c2C1
  2, -8, 7, i, 3, i, i, i, i, -8, i
> CC(C)C(C(=O)NCC1CCCO1)N(Cc1ccco1)C(=O)CNS(=O)(=O)c1ccc(F)cc1 (configuration not stated)
  -2, -9, 1, i, 5, i, i, i, i, 7, i
> COc1ccc(NS(=O)(=O)c2ccc(Oc3c(C#N)cccc3C#N)cc2)cc1
  -2, -7, -1, i, -19, i, i, i, i, 9, i
> Cc1ccc(-c2nn(CCC(=O)NCC3CCCO3)c(=O)c3ccccc23)cc1 (configuration not stated)
  -16, -5, 3, i, -1, i, i, i, i, 3, i
> O=C(Nc1ccccc1)c1ccc(S(=O)(=O)Nc2cccc(O)c2)cc1
  0, -10, -5, i, -3, i, i, i, i, 1, i
> Cc1ccccc1C1NS(=O)(=O)N=C1N (configuration not stated)
  0, -11, -3, i, 3, i, i, i, i, -4, i
> Cc1nc(SCC(=O)Nc2nc3ccccc3s2)n[nH]1
  3, -1, 27, i, -3, i, i, i, i, -9, i
> O=C(O)c1ccc(-n2cccc2/C=N\NC(=O)c2cc3cc(Br)ccc3o2)cc1
  13, -20, 9, i, 3, i, i, i, i, 11, i
> CC(=O)NC(Cc1cc(C)ccc1C)C(=O)N1CCN(C(=O)Nc2ccc(C(C)=O)cc2)CC1 (configuration not stated)
  -3, -9, 5, i, 3, i, i, i, i, 9, i
> O=C1C2C3C=CC(C4CC34)C2C(=O)N1/N=C/c1ccc(-c2ccc(Cl)cc2[N+](=O)[O-])o1 (configuration not stated)
  -2, -14, 4, i, 1, i, -8.5*, i, i, -3, i
> COc1cccc(C(=O)NN2CC(O)=C(c3nc4ccccc4n3C)C2=N)c1
  0, -7, ., i, -1, i, i, ., i, -8, i
> COc1ccc2cc([C@H](C)C(=O)N(C)Cc3ccccc3N3CCCC3)ccc2c1
  0, -13, 0, i, -1, i, i, i, i, 3, i
> CCOC(=O)c1cnn2c(N)c(C#N)cnc12
  3, -4, 22, i, 1, i, i, i, i, 0, i
> COc1cc2c(cc1NC(=O)CN(C)Cc1cccc(OC)c1OC)oc1ccccc12
  -3, -5, -5, i, 2, i, i, i, i, 9, i
> CCOC(=O)C1CCN(S(=O)(=O)c2ccc(Cl)cc2OC)CC1
  0, -12, 1, i, -1, i, i, i, i, -3, i

# (cont.)
# Each structure is followed by: GSK3 alpha inh, hERG protect, Dyrk1A ADPGlo, PolyA inh, GSK3beta inhib, KCNQ1 act, RGS4 pot, KCNK3 inh, KCNK9 inh, HDAC3 inhib, KCNQ1 block
> Cc1nn(Cc2c(Cl)cccc2Cl)c(C)c1NC(=O)CCCn1nc(C)c([N+](=O)[O-])c1C
  0, -1, -3, i, 0, i, i, i, i, 4, i
> Cc1ccc(C)c(NC(=O)C2C3C=CC(O3)C2C(=O)O)c1 (configuration not stated)
  0, 0, -3, i, 1, i, i, i, i, 1, i
> CCCCC(=NCCO)C1=C(O)C(C(=O)OC)C(C)(C)CC1=O (configuration not stated)
  1, -5, 0, i, -2, i, i, i, i, 1, i
> Cc1ccc(/C=N/NC(=O)Cn2cnc3ccccc32)cc1
  1, -5, -3, i, 1, i, i, i, i, -9, i
> COc1ccc(N(CN2C(=O)c3ccccc3C2=O)C(=O)COc2ccc(Cl)cc2Cl)cc1
  1, -4, 7, i, -2, i, i, i, i, -4, i

# Assay outcomes from PubChem BioAssay.
